Source: PubChem
HDAC3 inhib – human HDAC3 inhibition; O15379; recombinant HDAC3, fluorogenic peptide/trypsin coupled, fluorescence; inhibition, % at 8.3 µM; hit rate 0.15% among 320,000; AID 2718; in the data active = inhibition above about 26%, passing the limit was not always enough; inconclusive = no clear call, values can overlap the other calls
TMEM16A inh – mouse TMEM16A channel inhibition, primary screen | hit rate 1.2% among 310,000 | HEK293 TMEM16A/YFP iodide influx fluorescence, ionomycin | normalized B-score (activity score, 25-100; higher = stronger inhibition) at 10 µM;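 active = ratio plate-corrected score three or more library SD toward inhibition, starting fluorescence score within five deviations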;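 also: score derived from kinetic fluorescence span divided by baseline fluorescence per well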
ANO1 activ – activators or potentiators of mouse TMEM16A chloride channel; HEK293 TMEM16A/YFP-H148Q/I152L, iodide quench fluorescence; stronger effect = lower value; B-score at 10 µM; hit rate 0.3% among 340,000; AID 623877;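 active = fluorescence-ratio B-score plate-corrected deviation score at least 3 library SD below zero, with starting fluorescence score within 5 deviations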;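 also: channel opened by trigger with iodide after compound preincubation; score built on the fluorescence ratio of max minus min over baseline; more negative score means more quench and so TMEM16A activation or potentiation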
MrgX1 agonist – agonists of human MrgX1 receptor; Q96LB2; MrgX1-HEK293 cells, Fluo-4 calcium fluorescence, agonist mode; stronger effect = higher value; B-score at 10 µM; hit rate 0.44% among 310,000; AID 588627;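 active = calcium response B-score plate-corrected fluorescence ratio at least 3 library SD, with starting fluorescence B-score inside 5 SD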
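Test system: HEK293 cells stably expressing human MrgX1 receptor; Input: fifteen thousand cells per well; Dosing: compound delivered in addition one of three; Schedule: overnight seeding, then 1 h dark dye loading; Technique: Fluo-4 NW calcium fluorescence; Measure: B-scored fluorescence response ratio; Controls: positive and negative controls per plate.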
MrgX1 PAM – allosterically activates human MrgX1 receptor signaling. Q96LB2. MrgX1-HEK293, Fluo-4 calcium flux, FDSS; stronger effect = higher value. B-score at 10 µM. hit rate 0.63% among 310,000. AID 588675;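 active = plate-corrected calcium response at least 3 library SD above typical, normal starting fluorescence, not activating the receptor alone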;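 also: compound read alongside a low EC10 to EC30 dose of BAM8-22 agonist; peak minus trough fluorescence over baseline measured at the second addition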
SKKanGAS inh – blocks kanamycin growth of S. pyogenes SKKanGAS strain; hit rate 1.3% among 300,000; inhibition, % at 7.5 µM; BacTiter-Glo, 6 h;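 active = mean replicate score, as percent of positive control median, at least 50; inconclusive = mean below 50 but one replicate at or above 50; inactive = mean and every replicate below 50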;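 also: strain carries kanamycin resistance gene driven by streptokinase promoter and grows in 40 µg/ml kanamycin; loss of luminescence reflects streptokinase promoter inhibition or plain growth inhibition; 0% = median of DMSO wells and 100% = positive control at its reference dose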
RGS4 block – inhibitors of human RGS4. hit rate 0.45% among 310,000. B-score at 10 µM. HEK293 M3R/RGS4 inducible, Fluo-4 calcium flux; stronger effect = higher value; triggered by carbachol at its EC20. P49798. AID 463165;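 active = B-score, a plate-corrected calcium signal, over three deviations above library mean, with baseline fluorescence within five deviations of library mean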;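 also: RGS4 expression induced by doxycycline in cells with stable M3 receptor; B-score is computed from the integrated fluorescence ratio over baseline after carbachol; higher B-score means a larger calcium signal and so more RGS4 inhibition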
Target sequence (P49798 whole entry, looked up): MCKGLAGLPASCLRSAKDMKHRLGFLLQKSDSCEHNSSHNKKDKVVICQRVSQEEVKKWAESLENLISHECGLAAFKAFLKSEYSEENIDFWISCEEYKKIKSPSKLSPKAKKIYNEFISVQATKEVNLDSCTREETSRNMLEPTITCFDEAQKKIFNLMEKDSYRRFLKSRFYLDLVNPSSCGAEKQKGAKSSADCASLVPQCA
MrgX1 antagonist – antagonists of human MrgX1 receptor; Q96LB2; MRGX1-HEK293 calcium flux, Fluo-4, BAM8-22 antagonism; stronger effect = lower value; B-score at 10 µM; hit rate 1.3% among 310,000; AID 588676;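 active = calcium-response B-score plate-corrected more than 3 library SD below zero, starting fluorescence within 5 deviations, no agonist response on first addition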;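 also: peak minus trough fluorescence over baseline after final BAM8-22 challenge near maximal dose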
RGS4 pot – RGS4 potentiation or activation | B-score at 10 µM | HEK293 M3R/inducible RGS4, carbachol calcium flux Fluo4; stronger effect = lower value | hit rate 0.92% among 310,000;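 active = B-score of the integrated calcium signal more than 4 SD below the library mean, with starting fluorescence not abnormally high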;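 also: negative B-score means reduced calcium response which marks RGS4 activation or potentiation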
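System – HEK293 FlpIn-TREx cells, stable M3R, doxycycline-inducible RGS4 · Reagent – ECmax carbachol challenge · Times – compound preincubation 20 min at room temperature before agonist · Technique – Fluo4 fluorescence kinetic imaging of calcium · Measure – B score of integrated Fluo4 ratio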
TRPC6 act – activates the mouse TRPC6 cation channel; HEK293-TRPC6 membrane potential dye fluorescence; stronger effect = higher value; B-score at 10 µM; AID 2550; hit rate 0.13% among 310,000; Q61143;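 active = B-score of the integrated fluorescence ratio above library mean plus 3 SD, and starting fluorescence ratio within library mean plus 5 SD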;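 also: higher score means more depolarization so channel activation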
Target sequence (Q61143 whole entry, looked up): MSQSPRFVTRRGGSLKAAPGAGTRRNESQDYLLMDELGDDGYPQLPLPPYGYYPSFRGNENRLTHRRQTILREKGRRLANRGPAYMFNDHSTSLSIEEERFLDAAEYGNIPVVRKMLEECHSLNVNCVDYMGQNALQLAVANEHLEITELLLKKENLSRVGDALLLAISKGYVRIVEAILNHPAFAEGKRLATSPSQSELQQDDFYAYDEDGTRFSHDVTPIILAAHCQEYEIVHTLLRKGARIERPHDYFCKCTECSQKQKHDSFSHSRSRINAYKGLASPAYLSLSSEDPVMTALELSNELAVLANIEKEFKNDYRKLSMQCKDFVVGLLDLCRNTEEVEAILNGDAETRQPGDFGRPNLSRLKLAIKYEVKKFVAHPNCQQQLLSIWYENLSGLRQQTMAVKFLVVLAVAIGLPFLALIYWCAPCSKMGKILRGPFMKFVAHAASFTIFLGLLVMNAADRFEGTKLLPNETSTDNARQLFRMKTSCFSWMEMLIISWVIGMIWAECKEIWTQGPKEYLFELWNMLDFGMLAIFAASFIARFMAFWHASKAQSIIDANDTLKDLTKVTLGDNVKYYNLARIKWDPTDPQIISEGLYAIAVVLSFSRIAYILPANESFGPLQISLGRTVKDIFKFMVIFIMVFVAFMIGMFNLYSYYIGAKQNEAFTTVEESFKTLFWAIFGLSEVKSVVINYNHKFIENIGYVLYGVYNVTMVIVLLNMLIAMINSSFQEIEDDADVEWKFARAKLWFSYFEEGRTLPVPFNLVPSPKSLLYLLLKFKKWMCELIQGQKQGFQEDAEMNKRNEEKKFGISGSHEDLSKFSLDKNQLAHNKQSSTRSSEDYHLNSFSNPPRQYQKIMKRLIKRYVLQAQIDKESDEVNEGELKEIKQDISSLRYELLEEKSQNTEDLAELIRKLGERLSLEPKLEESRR
TRPC6 inhibitor – mouse TRPC6 channel inhibition; Q61143; HEK293-TRPC6, membrane potential dye, ACh-evoked depolarization; stronger effect = lower value; B-score at 10 µM; hit rate 1.1% among 310,000; AID 2553;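 active = B-score under library mean minus 3 SD, initial fluorescence not abnormally high, positive integrated signal ratio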;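 also: B-score derived from integrated fluorescence ratio over the kinetic read; more negative B-score means stronger inhibition of depolarization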
An asterisk follows results filed as active; i = inactive; u = inconclusive; x = not tested or not shown. Outcome played no part in choosing rows; about 6.7% have a hit in one of these screens.

canonical_smiles	HDAC3 inhib	TMEM16A inh	ANO1 activ	MrgX1 agonist	MrgX1 PAM	SKKanGAS inh	RGS4 block	MrgX1 antagonist	RGS4 pot	TRPC6 act	TRPC6 inhibitor
CN1CCN(C(=S)NC(=O)/C=C/c2cccc3ccccc23)CC1	-6.6	i	i	i	i	-8.9	i	i	i	i	i
O=S(=O)(Nc1ccc(N2CCOCC2)cc1)c1ccc2ccccc2c1	x	i	i	i	i	0.2	i	i	i	i	i
CC(C)(C)C(=O)Nc1ccccc1C(=O)NCCC(=O)Nc1ccccc1	1.9	i	i	i	i	-1.5	i	i	i	i	i
CCOC(=O)c1c(C)[nH]c(C)c1C(=O)COC(=O)c1cccc(S(=O)(=O)NC)c1	1.7	i	i	i	i	-0.2	i	i	i	i	i
CC(=O)Nc1ccc(NC(=O)[C@@H]2CCCC[C@@H]2C(=O)O)cc1	-5.6	i	i	i	i	-2.3	i	i	i	i	i
COc1ccc(CCNC(=O)C2CCN(S(=O)(=O)c3ccc(F)cc3)CC2)cc1	1.0	i	i	i	i	2.2	i	i	i	i	i
CCn1cc(CN(C)S(=O)(=O)c2ccc3ccccc3c2)c(C)n1	-3.3	i	i	i	i	1.4	i	i	i	i	i
CCCn1c(SCC(=O)NNC(=O)c2ccc(OC)cc2)nnc1C(C)C	1.8	i	i	i	i	14.7	i	i	i	i	i
O=C(CSc1nnnn1C1CCCC1)N1CCOCC1	-5.4	i	i	i	i	-6.8	i	i	i	i	i
CCC12CCCN3CCC4(C(=C(C(=O)OC)C1)Nc1ccccc14)C32 (stereo not drawn)	x	x	i	x	x	0.2	i	x	i	i	i
Cc1cccc(NC(=O)c2cccc(NC(=O)c3ccccc3)c2)n1	4.3	i	i	i	i	-2.6	i	i	i	i	i
CCOc1ccc(C2C(C#N)=C(C)NC3=C2C(=O)c2ccccc23)cc1 (stereo not drawn)	2.7	i	i	i	i	7.1	i	i	i	i	i
CCc1ccc(S(=O)(=O)NCCOc2cccc3cccnc23)cc1	1.1	i	i	i	i	-10.6	i	i	i	i	i
COc1ccc(OC(=O)c2ccc3nsnc3c2)cc1	0.3	i	i	i	i	-5.4	i	i	i	i	i
COc1ccc(CN2CCNC(=O)C2CC(=O)NCCc2nc(C)c3c(n2)CCC3)cc1C (stereo not drawn)	-0.4	i	i	i	i	4.3	i	i	i	i	i
Cc1ccc(NC(=O)C2CC(=O)n3ncnc3N2)cc1 (stereo not drawn)	u	i	i	i	i	-6.3	i	i	i	i	i
Cc1ccc2c(c1)N1C(=O)c3ccccc3C1C1=C(CC(C)(C)CC1=O)N2 (stereo not drawn)	-2.3	i	i	i	i	1.1	i	i	i	i	i
O=C(NCCOc1ccccc1)c1cc(S(=O)(=O)N2CCOCC2)ccc1F	x	i	i	i	i	-2.0	i	i	i	i	i
COc1cc(-c2noc(C3CCCN(S(=O)(=O)c4cccc(Cl)c4)C3)n2)cc(OC)c1OC (stereo not drawn)	4.9	i	i	i	i	8.3	i	i	i	i	i
CCN=C1S/C(=C\c2cn(CC(=O)NCc3ccco3)c3ccccc23)C(=O)N1CC	3.4	i	i	i	i	5.8	i	i	i	i	i
CCN1C(=O)[C@H]2[C@@H](c3ccc(-c4ccc(C(C)=O)cc4)cc3)N[C@@](Cc3ccccc3)(C(=O)OC)[C@H]2C1=O	0.8	i	i	i	i	11.0	i	i	i	i	i
CSc1ccc(-c2sc(Nc3ccccc3)n[n+]2-c2ccccc2)cc1	-2.2	i	i	i	i	4.3	i	i	i	i	i
O=C(CSc1ccc([N+](=O)[O-])cn1)Nc1ccc(N2CCOCC2)cc1	2.7	i	i	i	i	-7.5	i	i	i	i	i
CCOC(=O)C1C(c2ccccc2O)NC(=O)NC1(O)C(F)(F)F (stereo not drawn)	-0.9	i	i	i	i	1.0	i	i	i	i	i
CNCCCOc1ccc(C(C)(C)c2ccccc2)cc1	x	x	x	x	x	6.7	i	x	i	i	i
O=C(NCc1ccccn1)C(=O)Nc1cc2c3c(c1)CC(=O)N3CCC2	-3.5	i	i	i	i	1.1	i	i	i	i	i
CC1CCCN(C(=S)Nc2ccc(F)cc2)C1 (stereo not drawn)	-2.0	i	i	i	i	2.7	i	i	i	i	i
Cc1c(/C=N/NC(=O)c2ccc3c(c2)OCO3)cnn1C	13.5	i	i	i	i	-5.3	i	i	i	i	i
COc1ccc(C(=O)Nc2ccnn2C2CCN(C3CCC3)CC2)cc1	3.5	i	i	i	i	-7.0	i	i	i	i	i
O=C(O)c1cccc(C(=O)Cc2ccccc2)c1	3.4	i	i	i	i	4.0	i	i	i	i	i
CC(C)Oc1ccc(/C(O)=C2/C(=O)C(=O)N(CCCn3ccnc3)C2c2cccnc2)cc1 (stereo not drawn)	7.8	i	i	i	i	8.1	i	i	i	i	i
COc1cc(CC(=O)NCC(C)(C)N2CCOCC2)cc(OC)c1OC	-0.9	i	i	i	i	-7.3	i	i	i	i	i
COCCCNC(=O)c1ccccc1SC	-1.9	i	i	i	i	-7.0	i	i	i	i	i
Cc1cc(C(=O)COC(=O)c2ccc[nH]c2=O)c(C)n1CCc1ccc(F)cc1	0.5	i	i	i	i	1.1	i	i	i	i	i
CCCCCc1ccc(S(=O)(=O)Nc2cc(C)ccn2)cc1	-2.4	i	i	i	i	-2.9	i	i	i	i	i
CN(CC(=O)Nc1ccc(Cl)cc1)C(=O)c1ccc(NS(=O)(=O)c2ccc3[nH]c(=O)[nH]c3c2)cc1	11.9	i	i	i	i	-4.6	i	i	i	i	i
COc1ccc(NC(=S)NC2CCS(=O)(=O)C2)cc1 (stereo not drawn)	x	i	i	i	i	2.4	i	i	i	i	i
COc1cc([N+](=O)[O-])ccc1NC(=O)NN1CCN(C)CC1	-4.1	i	i	i	i	4.6	i	i	i	i	i
COc1cc(-c2nc(CN3CCCN(C(=O)c4ccco4)CC3)c(C)o2)ccc1F	-5.9	i	i	i	i	-14.6	i	i	i	i	i
O=C(COC(=O)c1cccnc1Cl)c1ccccc1	-3.2	i	i	i	i	-7.5	i	i	i	i	i
C=C(C)C(=O)Nc1cccc(C2=NOC3(C2)C[C@H](C(N)=O)N(C(=O)c2ccccc2)C3)c1 (stereo partly drawn)	0.0	i	i	i	i	-1.6	i	i	i	i	i
CCOC(=O)/C=C1\SCC(=O)N1CC(=O)NC(C)C	-10.0	i	i	i	i	1.9	i	i	i	i	i
COc1ccc(-c2nc3ccccn3c2C=O)cc1	3.7	i	i	i	i	-5.0	i	i	i	i	i
CCC1CCCCN1CCCNC(=O)c1cn(CC(C)C)c(=O)c2cc(OC)c(OC)cc12 (stereo not drawn)	-3.0	i	i	i	i	0.1	i	i	i	i	i
Cn1c(=O)[nH]c(=O)c2c1nc(NCCCn1ccnc1)n2Cc1ccc(F)cc1	-0.5	i	i	i	i	-3.4	i	i	i	i	i
CCCNC(=O)c1ccccc1NC(=O)CSCc1ccc(OC)cc1	1.5	i	i	i	i	2.2	i	i	i	i	i
COCCn1c(SCC(=O)NC(C)c2ccc(F)cc2)nc2ccccc21 (stereo not drawn)	-4.4	i	i	i	i	1.9	i	i	i	i	i
O=C(NCc1cccs1)C(=O)NCC1OCCCN1S(=O)(=O)c1cc(F)ccc1F (stereo not drawn)	8.5	i	i	i	i	-1.9	i	i	i	i	i
Cc1ccccc1C(=O)NCCCn1ccnc1	-1.7	i	i	i	i	-1.3	i	i	i	i	i
O=C(O)COc1cnc2ccccc2n1	-12.7	i	i	i	i	-7.9	i	i	i	i	i
COc1ccc(S(=O)(=O)N(CC(=O)NCC2CCCO2)c2ccccc2)cc1OC (stereo not drawn)	-3.3	i	i	i	i	3.6	i	i	i	i	i
CCCCS(=O)(=O)N1CCCC(C(=O)Nc2ccc(Cl)cn2)C1 (stereo not drawn)	-1.3	i	i	i	i	1.0	i	i	i	i	i
Cn1c(NCCN(CCO)CCCc2ccc([N+](=O)[O-])cc2)cc(=O)n(C)c1=O	-5.3	i	i	i	i	25.1	i	i	i	i	i
CCC(C)NC(=O)c1ccc([N+](=O)[O-])c(Cl)c1 (stereo not drawn)	x	i	i	i	i	1.9	i	i	i	i	i
CCOC(=S)SCC(=O)N1CCc2ccccc2C1C1C(=O)CCCC1=O (stereo not drawn)	x	i	i	i	i	-5.7	i	i	i	i	i
Cc1nnc2c(NCCC(C)C)nc3ccccc3n12	-6.8	i	i	i	i	-2.3	i	i	i	i	i

The results go on.
canonical_smiles	HDAC3 inhib	TMEM16A inh	ANO1 activ	MrgX1 agonist	MrgX1 PAM	SKKanGAS inh	RGS4 block	MrgX1 antagonist	RGS4 pot	TRPC6 act	TRPC6 inhibitor
CN1CCN(c2ccc(-c3cccc(NC(=O)COc4ccc(Cl)cc4Cl)c3)nn2)CC1	9.9	i	i	i	i	9.6	i	i	i	i	i
COc1ccc(S(=O)(=O)n2nc(C)cc2C)c(C)c1C	-2.6	i	i	i	i	6.3	i	i	i	i	i
COCCCNC(=O)CNC(=O)c1cn(-c2ccccc2OC)c(=O)c2ccccc12	-5.2	i	i	i	i	9.7	i	i	i	i	i
CN(C)c1ccc(/C=N/NC(=O)CN2CCCCC2)cc1Br	1.3	i	i	i	i	-4.4	i	i	i	i	i
c1ccc2c(c1)[nH]c1c(N3CCCC3)ncnc12	3.0	i	i	i	i	14.6	i	i	i	i	i
S=C(NCCN1CCOCC1)N/N=C/c1ccccc1	6.7	i	i	i	i	9.7	i	i	i	i	i
O=C(Cn1nnnc1CN1CCOCC1)N1CCC(c2cccc(Cl)c2)C1 (stereo not drawn)	-3.9	i	i	i	i	-2.7	i	i	i	i	i
CCCCC1=NN(C(=O)c2cocc2C)C(O)(C(F)(F)F)C1 (stereo not drawn)	7.7	i	i	i	i	-1.2	i	i	i	i	i
CNC(=S)Nc1ccc(OC)c(OC)c1	-4.4	i	i	i	i	3.5	i	i	i	i	i
CC(C)(C)NS(=O)(=O)CC12CCC(CC1=O)C2(C)C (stereo not drawn)	-3.8	i	i	i	i	0.6	i	i	i	i	i
O=C(O)c1c(-c2ccccc2)oc2ccc(O)cc12	-19.8	i	i	i	i	-2.9	i	i	i	i	i
